KCNK9 inh – KCNK9 potassium channel inhibitors, primary screen, HEK293 cells, thallium flux; Potassium channel subfamily K member 9 (Homo sapiens), Q9NPC2; FluxOR thallium flux fluorescence; active compounds read low; B-score at 10 µM; actives 1.2% (n = 310,000);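 active = ratio B-score over 3 SD below the library mean, with starting fluorescence within 5 SD of its mean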;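 note: negative B-score means less thallium flux so channel inhibition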
KCNQ1 inh – inhibitors of human KCNQ1 channel, primary screen, cell-based, thallium flux, high-throughput; AID 2642, 2010; actives 1.3% (n = 310,000); B-score at 10 µM; Potassium voltage-gated channel subfamily KQT member 1 (Homo sapiens), P51787; CHO-K1 KCNQ1, FluxOR thallium flux fluorescence; active compounds read high;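 active = compounds whose thallium flux B-score, printed positive for inhibition, exceeds three library SD while starting fluorescence stays within three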;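 note: channel opened by potassium depolarization with thallium stimulus after 20 min compound exposure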
DYRK1A inh – rat Dyrk1A kinase inhibitors, primary screen, biochemical, single point, plate reader; inhibition, % at 12.5 µM; ADP-Glo luminescence, NFATc1 peptide; Dual specificity tyrosine-phosphorylation-regulated kinase 1A (Rattus norvegicus), Q63470; actives 0.43% (n = 310,000); in the data active = inhibition above about 50%;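 note: plate controls were vehicle with enzyme for no effect and no enzyme for full effect; many of its hits are not listed in these tables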
hERG rescue – hERG rescue from dofetilide block, primary screen, cell-based, CHO-hERG, FluxOR thallium flux, dofetilide IC70 | dofetilide IC70 present | activation (rescue from dofetilide block), less the hit threshold, % at 10 µM | actives 0.51% (n = 310,000) | AID 1511, 2009;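 active = activation above the mean of controls blocked by dofetilide plus 5 SD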;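 note: thallium influx through hERG after potassium depolarization seen as dye fluorescence rise; in these data hits start at about 4.7%; inactives centre near -7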
Target sequence (Q12809 whole entry, looked up): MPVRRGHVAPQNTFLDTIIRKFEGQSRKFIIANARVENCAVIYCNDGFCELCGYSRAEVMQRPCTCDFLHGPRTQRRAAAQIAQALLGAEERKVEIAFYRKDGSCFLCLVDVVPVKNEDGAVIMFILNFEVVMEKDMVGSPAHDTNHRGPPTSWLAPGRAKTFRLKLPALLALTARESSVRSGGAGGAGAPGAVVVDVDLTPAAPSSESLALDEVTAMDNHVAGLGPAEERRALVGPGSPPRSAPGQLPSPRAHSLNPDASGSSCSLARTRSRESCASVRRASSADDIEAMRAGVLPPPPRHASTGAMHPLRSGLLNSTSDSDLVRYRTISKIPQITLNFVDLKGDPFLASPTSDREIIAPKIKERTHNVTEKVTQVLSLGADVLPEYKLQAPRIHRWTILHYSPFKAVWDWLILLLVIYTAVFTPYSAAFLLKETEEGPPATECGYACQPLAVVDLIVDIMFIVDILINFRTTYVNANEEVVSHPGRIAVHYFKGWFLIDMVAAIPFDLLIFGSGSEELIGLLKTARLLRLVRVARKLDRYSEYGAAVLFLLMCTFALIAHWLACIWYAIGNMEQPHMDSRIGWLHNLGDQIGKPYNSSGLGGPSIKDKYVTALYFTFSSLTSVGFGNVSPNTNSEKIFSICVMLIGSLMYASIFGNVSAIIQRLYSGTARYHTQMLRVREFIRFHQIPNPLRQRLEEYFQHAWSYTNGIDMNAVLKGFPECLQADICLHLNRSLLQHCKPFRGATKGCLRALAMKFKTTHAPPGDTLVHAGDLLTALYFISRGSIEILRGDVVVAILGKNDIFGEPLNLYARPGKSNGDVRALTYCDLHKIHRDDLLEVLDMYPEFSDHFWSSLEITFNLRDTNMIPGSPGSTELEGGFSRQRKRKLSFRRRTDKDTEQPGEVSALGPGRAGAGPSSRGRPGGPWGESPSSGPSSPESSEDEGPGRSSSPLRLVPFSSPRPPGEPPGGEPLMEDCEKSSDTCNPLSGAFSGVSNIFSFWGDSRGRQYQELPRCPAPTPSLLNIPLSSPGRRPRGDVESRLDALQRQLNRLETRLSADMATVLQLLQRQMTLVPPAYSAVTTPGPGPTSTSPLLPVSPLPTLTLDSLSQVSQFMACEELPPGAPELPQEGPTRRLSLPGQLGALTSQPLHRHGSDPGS
KCNK3 inh – human KCNK3 channel inhibitors, primary screen, CHO cells, FluxOR thallium flux, B-score; Potassium channel subfamily K member 3 (Homo sapiens), O14649; FluxOR fluorescence; active compounds read low; B-score at 10 µM; actives 0.84% (n = 340,000);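 active = B-score under library mean minus 4 SD, starting fluorescence ratio at most library mean plus 5 SD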;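 note: more negative B-score means stronger inhibition of thallium flux through KCNK3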
TRPC4 agonist – activators of mouse TRPC4 channel, primary screen, Fluo4 calcium, HEK293 TRPC4beta/mu-opioid cells. Short transient receptor potential channel 4 (Mus musculus), Q9QUQ5. Fluo4 calcium fluorescence; active compounds read high. B-score at 10 µM. actives 0.49% (n = 310,000). AID 2237, 2010;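 active = B-score above 5 SD of library B-scores, and initial fluorescence ratio not above library mean plus 5 SD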;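 note: positive B-score marks a calcium rise read as TRPC4 activation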
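Test system: HEK293 cells stably co-expressing mouse TRPC4beta and mu-opioid receptor | Schedule: Fluo4 dye loading 45 min at room temperature, 110 s recording | Measured by: Kinetic Fluo4 calcium fluorescence, 5 s baseline at 1 Hz | Evaluation: B score of integrated ratio | Controls: Buffer (low) and maximal DAMGO (high)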
ANO1 activ – TMEM16A chloride channel activators or potentiators, primary screen, cell-based, HTS | actives 0.3% (n = 340,000) | B-score at 10 µM | Anoctamin-1 (Mus musculus), Q8BHY3 | AID 623877, 2012 | HEK293 TMEM16A/YFP-H148Q/I152L, iodide quench fluorescence; active compounds read low;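 active = fluorescence-ratio B-score plate-corrected deviation score at least 3 library SD below zero, with starting fluorescence score within 5 deviations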;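 note: channel opened by trigger with iodide after compound preincubation; score built on the fluorescence ratio of max minus min over baseline; more negative score means more quench and so TMEM16A activation or potentiation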
HDAC3 inh – HDAC3 deacetylase inhibitors, primary screen, biochemical, fluorescence, cell-free homogeneous; Histone deacetylase 3 (Homo sapiens), O15379; recombinant HDAC3, fluorogenic peptide/trypsin coupled; inhibition, % at 8.3 µM; actives 0.15% (n = 320,000); in the data active = inhibition above about 26%, passing the limit was not always enough; inconclusive = no clear call, values can overlap the other calls
KCNQ1 act – potentiators or activators of KCNQ1 channel, primary screen, cell-based, thallium flux, high-throughput; Potassium voltage-gated channel subfamily KQT member 1 (Homo sapiens), P51787; actives 0.35% (n = 310,000); B-score at 10 µM; AID 2648, 2010; CHO-K1 KCNQ1, thallium flux FluxOR fluorescence; active compounds read high;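 active = fluorescence ratio B-score, a plate-corrected score, at least three library SD, with initial intensity B-score within 5 SD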
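Assay system: CHO-K1 cells stably expressing KCNQ1; Medium: assay buffer with matched DMSO; Also added: K+/Tl+ depolarizing stimulus; Dosing: single dose; Timing: dye 90 min, compound 20 min, room temperature; Measured by: kinetic FluxOR thallium fluorescence, 10-s 1-Hz baseline, 110-s post-stimulus read; Read-out: peak-minus-minimum fluorescence over initial fluorescence, negative-control normalized, B-scored.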
TRPC4 potent – positive allosteric modulators of TRPC4, primary screen, cell-based, mouse TRPC4beta, HEK293 mu-opioid, Fluo-4 calcium | actives 0.42% (n = 310,000) | B-score at 10 µM | DAMGO EC20, Fluo-4 Ca2+ flux; active compounds read high | AID 2227, 2009;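 active = B-score of calcium response area above 5 SD of library B-scores, with initial fluorescence ratio within 5 SD of library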;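 note: B-score of integrated fluorescence ratio over time as area under calcium response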
TMEM16A inh – TMEM16A chloride channel inhibitors, primary screen, cell-based, HTS; HEK293 TMEM16A/YFP iodide influx fluorescence, ionomycin; normalized B-score (activity score, 25-100; higher = stronger inhibition) at 10 µM; actives 1.2% (n = 310,000);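 active = ratio plate-corrected score three or more library SD toward inhibition, starting fluorescence score within five deviations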;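 note: score derived from kinetic fluorescence span divided by baseline fluorescence per well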
Numbers without * were called inactive; i = inactive; ? = inconclusive; nt = no result given.

SMILES	KCNK9 inh	KCNQ1 inh	DYRK1A inh	hERG rescue	KCNK3 inh	TRPC4 agonist	ANO1 activ	HDAC3 inh	KCNQ1 act	TRPC4 potent	TMEM16A inh
Cc1c(C(N)=O)c(-c2ccccc2)nn1-c1ccccc1	i	i	-4.8	-7.2	i	i	i	-4.6	i	i	i
COC(=O)c1ccccc1NC(=O)CSc1nnc(-c2cccc(NC(C)=O)c2)n1C	i	i	3.1	-4.7	i	i	i	12.3	i	i	i
CCN1C(=O)CC(NC2CCN(C(=O)c3ccc(F)cc3)CC2)C1=O (stereo not drawn)	i	i	-8.2	-5.4	i	i	i	-3.3	i	i	i
CCNc1cc(Nc2c(C)n(C)n(-c3ccccc3)c2=O)c([N+](=O)[O-])c2nonc12	i	i	-13.0	-9.7	i	i	i	2.1	i	i	i
CC1(C)CC(=O)C=C(N2CCNCC2)C1	i	i	-2.5	-6.5	i	i	i	2.9	i	i	i
Cc1csc2ncnc(N3CCN(C(=S)Nc4ccc(C(F)(F)F)cc4)CC3)c12	i	10*	nt	-6.5	i	i	i	-4.5	i	i	i
COc1cc(NC(=S)N2CCCC(C)C2)cc(OC)c1OC (stereo not drawn)	i	i	6.4	-4.7	i	i	i	3.4	i	i	i
O=C(NNC(=O)c1ccccc1O)c1ccc(-c2ccc([N+](=O)[O-])cc2)o1	i	i	-0.4	-22.2	i	i	i	3.6	i	i	i
O=S(=O)(c1ccc(Cl)s1)N1CCN(CCc2ccccc2)CC1	i	i	2.8	-7.4	i	i	i	-1.2	i	i	i
Cc1ccc(C2CC2C(=O)NNC(=S)Nc2ccc(Cl)cc2)cc1 (stereo not drawn)	i	10*	12.3	-15.7	i	i	i	-2.2	i	i	i
CCCCNC(=S)N1CCC(Cc2ccccc2)CC1	i	i	-8.1	-0.7	i	i	i	-1.5	i	i	i
CC(Nc1nc(-c2ccc(Cl)cc2)cs1)c1nc2cc(Cl)c(N3CCCCC3)cc2n1CCOCCO (stereo not drawn)	i	i	-14.0	-5.7	i	i	i	-3.8	i	i	i
CCOC(=O)CC(NC(=O)c1ccco1)c1ccccc1Cl (stereo not drawn)	i	i	0.8	-5.8	i	i	i	0.2	i	i	i
CCCn1c(SCC(=O)c2ccc3c(c2)OCCO3)nnc1C(C)C	i	i	0.9	-8.4	i	i	i	4.2	i	i	i
CC(=O)N1CCc2cc(S(=O)(=O)CCC(=O)Nc3cccc(F)c3)ccc21	i	i	-1.2	-6.2	i	i	i	-5.2	i	i	i
CN(C(=O)CCc1nc(-c2ccccc2F)no1)c1ccccc1	i	i	0.4	-4.0	i	i	i	1.0	i	i	i
COc1cccc(N2C(=O)C3CCCN3C2=S)c1 (stereo not drawn)	i	i	-2.2	-2.0	i	i	i	-2.5	i	i	i
COc1ccccc1NC(=O)CCC(=O)N(Cc1ccc(OC)c(OC)c1)c1nccs1	i	i	1.0	-14.9	i	i	i	0.4	i	i	i
COc1cc(C2=NOC(C(=O)NCc3cccnc3)C2)cc(OC)c1OC (stereo not drawn)	-8.64*	i	-1.7	-1.9	i	i	i	2.3	i	i	i
Cc1cccc(C)c1NC(=O)CSc1ccc([N+](=O)[O-])cn1	i	i	0.4	-7.0	i	i	i	?	i	i	i
O=[n+]1cc(-c2cc3ccccc3o2)n([O-])c2c1CCCC2	i	i	-3.0	-5.9	i	i	i	?	i	i	i
O=C(CCSc1nnnn1-c1ccccc1)N1CCOCC1	i	i	-1.9	-6.5	i	i	i	0.5	i	i	i
O=C(O)COc1ccc(NC(=O)c2cccs2)cc1	i	i	nt	-5.4	i	i	i	10.0	i	i	i
NC12CC3CC(C1)CC(CC(=O)O)(C3)C2	i	i	-13.6	2.1	i	i	i	1.6	i	i	i
O=C(CC1Oc2ccccc2NC1=O)NCCCN1CCN(C2CCCCC2)CC1 (stereo not drawn)	i	i	-9.3	-3.1	i	i	i	6.1	i	i	i
Cc1ccc(NC(=O)/C(=C\c2ccco2)NC(=O)c2ccco2)cc1	i	i	-2.7	-3.1	i	i	i	9.1	i	i	i
C=CCNC(=O)/C(C#N)=C/c1cc(Br)ccc1OC	i	i	-5.7	-7.2	i	i	i	1.4	i	i	i
CCN(CC)c1ccc(/C=N/N2CCN(c3ccccc3OC)CC2)cc1	i	i	nt	-4.1	i	i	i	3.3	i	i	i
Cc1cc(C)n(-c2nc3ccccc3c(=O)n2OCC#N)n1	i	i	-2.6	-4.9	i	i	i	4.0	i	i	i
O=C(CCC(=O)NC1CCCCC1)N/N=C/c1ccncc1	i	i	-3.6	-8.8	i	i	i	2.1	i	i	i
CCOC(=O)C(CC)Sc1nc2c(c(=O)[nH]c(=O)n2C)n1CCc1ccccc1 (stereo not drawn)	i	i	7.1	-8.9	i	i	i	-1.4	i	i	i
COc1ccc(-c2nc3ccccc3c(=O)n2O)cc1	i	i	-5.3	-4.3	i	i	i	1.7	i	i	i
CCOc1ccc(S(=O)(=O)N2CCC(C(=O)NCC3CCCO3)CC2)cc1 (stereo not drawn)	i	i	-4.0	-4.7	i	i	i	-20.4	i	i	i
CC1CCN(S(=O)(=O)c2ccc([N+](=O)[O-])cc2)CC1	i	i	4.5	-4.0	i	i	i	6.8	i	i	i
CCNc1nc(ON=C(C)C)nc(N(C)C)n1	i	i	-1.9	-8.6	i	i	i	-1.6	i	i	i
COc1ccc2c(c1)C=C([C@@H]1C[C@H]3CN(c4ccccc4)C(=O)[C@]34CCCN14)CO2	i	i	6.4	-9.1	i	i	i	-7.0	i	i	i
O=C(NNS(=O)(=O)c1ccccc1)c1ccc([N+](=O)[O-])cc1	i	i	-1.3	-2.6	i	i	i	4.5	i	i	i
CCCCn1c(N)c(N(CCOC)C(=O)CSc2nc3ccc(C)cc3[nH]2)c(=O)[nH]c1=O	i	i	-1.7	-7.2	i	i	i	0.3	i	i	i
Cc1cc(C)c(NC(=O)C2CC3CCC2C3)c(C)c1 (stereo not drawn)	i	i	11.4	3.4	i	i	i	1.8	i	i	i
COc1ccc(C(=O)NCCc2nnc(SCC(=O)Nc3ccccc3)n2C)cc1	i	i	7.4	-4.5	i	i	i	3.1	i	i	i
Cc1nn(Cc2ccc(C(=O)N3CCN(C(=O)c4ccco4)CC3)o2)c(C)c1[N+](=O)[O-]	i	i	0.5	-7.6	i	i	i	-5.5	i	i	i
CC(CC(=O)O)CC1=NS(=O)(=O)c2ccccc2N1 (stereo not drawn)	i	i	-2.1	-10.5	i	i	i	8.5	i	i	i
O=C(ON=C1CCN(S(=O)(=O)c2ccccc2)CC1)c1ccccc1	i	i	2.3	-9.8	i	i	i	1.1	i	i	i
COc1cccc(OCCNCc2ccccc2)c1	i	i	8.9	-1.1	i	i	i	-2.7	i	i	i
CCOC(=O)CSc1nc(-c2ccccc2)nc2c1oc1ccccc12	i	i	3.4	-9.1	i	i	i	2.6	i	i	i
COc1cc2c(cc1NC(=O)COc1ccccc1OC)oc1ccccc12	i	i	2.5	-5.7	i	i	i	4.2	i	i	i
COc1ccccc1NC(=O)CCCC(=O)OCC(F)(F)C(F)F	i	i	-0.6	-2.2	i	i	i	2.1	i	i	i
O=C(N/N=C/C=C/c1ccccc1)NC1CCCCC1	i	i	1.9	-13.4	i	i	i	11.9	i	i	i
O=C(NCc1ccccc1Cl)c1ccc(NC2=NC3CS(=O)(=O)CC3S2)cc1 (stereo not drawn)	i	i	1.4	-6.8	i	i	i	nt	i	i	i
Cc1ccc(C(=O)Nc2ccc3ccccc3n2)cc1	i	i	21.0	-2.8	i	i	i	-1.8	i	i	i
CC(NS(=O)(=O)c1ccccc1)C(=O)NCCc1ccccn1 (stereo not drawn)	i	i	-0.3	-8.7	i	i	i	0.3	i	i	i
Cc1cc(/C([O-])=C(/C(=S)Nc2ccc(F)cc2)[n+]2ccccc2)c(C)n1Cc1ccccc1Cl	i	i	-6.1	-9.3	i	i	i	4.9	i	i	i
COc1cc(C(=O)NCC2CCCO2)ccc1OCc1ccc(Cl)cc1Cl (stereo not drawn)	i	i	3.5	-12.7	i	i	i	-4.1	i	i	i
COc1ccccc1OS(=O)(=O)c1ccc(NC(C)=O)cc1	i	i	2.8	-3.0	i	i	i	nt	i	i	i
CCC(C)NCCCCOc1ccc(Cl)cc1C (stereo not drawn)	i	i	3.7	1.8	i	i	i	-2.0	i	i	i
NC(=S)N/N=C/c1cn(-c2ccccc2)nc1-c1cccnc1	i	i	4.3	-8.0	i	i	i	9.0	i	i	i
COc1ccccc1C(=O)Nc1ccc(N2CCCCC2)cc1	i	i	9.1	-10.6	i	i	i	3.4	i	i	i
Fc1ccc2nc(Nc3ccccc3)sc2c1	i	i	nt	-11.9	i	i	i	7.1	i	i	i
Cc1ccc(C(=O)NC2=NCCS2)cc1Cl	i	i	0.6	-6.1	i	i	i	0.0	i	i	i
CN(CC1CCOCC1)C(=O)CC1C(=O)NCCN1Cc1cccc(C(F)(F)F)c1 (stereo not drawn)	i	i	-4.4	-11.8	i	i	i	nt	i	i	nt
The results go on:
SMILES	KCNK9 inh	KCNQ1 inh	DYRK1A inh	hERG rescue	KCNK3 inh	TRPC4 agonist	ANO1 activ	HDAC3 inh	KCNQ1 act	TRPC4 potent	TMEM16A inh
COc1cccc(/C=N/NC(=O)C(=O)N/N=C/c2cccc(OC)c2OC)c1OC	i	i	8.5	-6.6	i	i	i	-4.1	i	i	i
COc1cc(S(=O)(=O)NC2CCSc3ccccc32)ccc1NC(C)=O (stereo not drawn)	i	i	0.9	-5.3	i	i	i	-1.4	i	i	i
Cc1ccc(NC(=S)NNC(=S)NCc2ccccc2)cc1	i	i	7.8	-7.9	i	i	i	4.9	i	i	i
Cn1nc(C(=O)OCc2ccc(F)cc2)c2ccccc2c1=O	i	i	-0.5	-2.0	i	i	i	5.2	i	i	i

Compound activity from PubChem.

A portion of the library; count on the stated rates, not on these rows.
